Mito fusion yeast = qHTS Assay for Small Molecule Inhibitors of Mitochondrial Division or Activators of Mitochondrial Fusion | S. cerevisiae fusion-defective mutant growth rescue, CellTiterGlo 48 h | 320,000 tested, 0.23% active | AID 485298, 2010 | Potency, µM (doses to about 46.1 µM), for inactives: at the top dose growth rescue (activation), usual class: activators;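 note: potency is the fitted concentration of half-maximal effect; % of control where 0% means no effect; nearly all actives have a fitted effect of over 45% in size; temperature-sensitive fusion mutants such as fzo1-1 at 37 °C on non-fermentable ethanol glycerol medium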
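Compounds are tested for their ability to restore growth of mitochondrial fusion-defective yeast strains at non-permissive 37C in YPEG medium over 48 hours. Viability is quantified by luciferase luminescence.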
TSG101-PTAP inh = qHTS Assay for Iinhibitors of HIV-1 Budding by Blocking the Interaction of PTAP/TSG101. Tumor susceptibility gene 101 protein (Homo sapiens), Q99816. Fluorescence polarization, FITC-PTAP peptide / Tsg101 binding. Potency, µM (top dose mostly 115 µM), inactives show at the highest dose activity change, negative = inhibition, usual class: inhibitors. 340,000 tested, under 10 active. AID 493005, 2010; active = well fitted inhibition curve with a large enough effect in the main read-out, with a control signal flat, not every such curve was filed as active; inconclusive = small, poorly fitted or top-dose-only effect, or effect the other way, or a change in a side signal; inactive = no such curve, though single readings can be large or run the other way; note: potency is the fitted concentration of half-maximal effect; % of control where 0% means no effect
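Tsg101 binding domain (10 uM final) was mixed with compound and a FITC-labeled PTAP peptide (50 nM final) in HEPES pH 7.5 buffer with NaCl, Tween 20, EDTA and TCEP; fluorescence polarization was read after 20 min at r.t.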
S-ASM inh = Inhibitors of Secretory Acid Sphingomyelinase (S-ASM): qHTS; AID 504937, 2011; Potency, µM (highest dose often 57.5 µM), for inactives: at the highest dose activity change, negative = inhibition, actives largely listed as inhibitors; 340,000 tested, 0.006% active; Sphingomyelin phosphodiesterase (Homo sapiens), P17405; placental ASM, HMU-PC fluorogenic substrate, 60 min; note: potency is the fitted concentration of half-maximal effect
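qHTS format. ASM enzyme prepared from human placenta hydrolyses the fluorogenic substrate HMU-PC0 (9 uM final) over 60 min at 37 °C after a 10 min compound preincubation.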
CXXC DNA block = qHTS Fluorescence Polarization Assay for Inhibitors of MLL CXXC domain - DNA interaction | 290,000 tested, 0.037% active | MLL-CXXC / FITC-HOXA9 DNA fluorescence polarization | Potency, µM (highest dose often 115 µM), for the others: top-dose activity change, negative = inhibition, usual class: inhibitors | Histone-lysine N-methyltransferase 2A (Homo sapiens), Q03164; active = well fitted inhibition curve with a large enough effect in the polarisation, with a control signal flat, not every such curve was filed as active; inconclusive = small, poorly fitted or top-dose-only effect, or effect the other way, or a change in a side signal; inactive = no such curve, though single readings can be large or run the other way; the % refers to the polarisation; note: potency is the fitted concentration of half-maximal effect
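Steps: dispense CXXC domain solution (7 uM) → pin compounds or unlabeled HOX-A9 DNA control → 5 min ambient → add FLSN-HOX-A9 solution (50 nM) → spin → 30 min ambient → fluorescence polarization. Tris pH 7.5/NaCl/DTT/BSA buffer.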
a7 integrin act = qHTS for Activators of Integrin-Mediated Alleviation for Muscular Dystrophy; alpha7betagal myoblasts, beta-gal FDG fluorescence, 48 h; Potency, µM (top dose mostly 38.3 µM), inactives show at the top dose activation, hits mostly activators; 350,000 tested, 0.064% active;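 note: potency is the fitted concentration of half-maximal effect; 100% = response of the positive control SU9516; nearly all actives have a fitted effect of over 60% in size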
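alpha7betagal+/- myoblasts (passage 13, 250/well) treated 48 h at 37C with compounds at 1:260 dilution of DMSO stock. Lysed, then beta-galactosidase activity read as FDG fluorescence (ex 480/em 540) after 30 min, with pre-read for autofluorescence.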
TCR act = Activators of T cell receptors: qHTS campaign | Potency, µM (doses to about 9.22 µM), for the others: top-dose activation of IL-2 secretion, usual class: activators | 330,000 tested, under 10 active | primary human leukocytes, anti-CD3, IL-2 HTRF, 48 h; note: % of control where 0% means no effect
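1) Mix primary human leukocytes, a-CD3 beads and compound. 2) Incubate 48 hr. 3) Add HTRF IL-2 reagents (a-IL-2-K, a-IL-2-d2).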
AT treatment = qHTS Assay for Identifying a Potential Treatment of Ataxia-Telangiectasia; Potency, µM (doses to about 57.5 µM), inactives show at the top dose activation, actives largely listed as activators; 320,000 tested, 0.19% active; AID 485349, 2010; […] A-T fibroblasts, KAP-1 phosphorylation AlphaLISA; neocarzinostatin DNA damage 30 min before lysis; note: potency is the fitted concentration of half-maximal effect; % of control where 0% means no effect; nearly all actives have a fitted effect of over 45% in size
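hTERT-immortalized A-T patient fibroblasts ([…]), 500 cells/well in OPTI-MEM, 1% FBS, got compounds for 60 min, then NCS for 30 min at 37C. Lysates were then assayed for phospho-KAP-1 by AlphaLISA (anti-pKAP1 donor, anti-KAP1 acceptor beads), 6 hr at 25C.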
TSHR antag = Antagonists of the Thyroid Stimulating Hormone Receptor: HTS campaign. Thyrotropin receptor (Homo sapiens), P16473. TSHR-expressing cells, TSH-stimulated cAMP HTRF, 2 h; stronger effect = lower value. activity change, negative = inhibition, % at 11.5 µM. 330,000 tested, 0.2% active. AID 504810, 2011;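 active = activity change below a set negative limit, meaning inhibition stronger than a set level, cut at about -70% in these data; inconclusive = activity change between two set negative limits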; note: % is set by controls: 0 for no effect and ±100 for the full control effect
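Read-out is FRET at 665 nm (cryptate excitation 337 nm) from a cryptate-tagged anti-cAMP antibody, competed by cell cAMP against cAMP-d2. Compounds are tested on freshly harvested TSHR cells challenged with 4nM TSH (EC80) for 2 hours at 37 deg C.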
Menin-MLL TR inh = qHTS Assay for Inhibitors Targeting the Menin-MLL Interaction in MLL Related Leukemias: Competition With Texas Red Labeled MLL-derived Mutant Peptide; O00255; Menin + Texas Red MLL mutant peptide, fluorescence polarization; Potency, µM (top dose mostly 61.6 µM), for inactives: at the highest dose FP activity change, negative = inhibition, usual class: inhibitors; 270,000 tested, 0.23% active; AID 1768, 2009; active = well fitted inhibition curve with a large enough effect in the polarisation, with a control signal flat, not every such curve was filed as active; inconclusive = small, poorly fitted or top-dose-only effect, or effect the other way, or a change in a side signal; inactive = no such curve, though single readings can be large or run the other way; the % refers to the polarisation; note: potency is the fitted concentration of half-maximal effect; % of control where 0% means no effect; many of its hits are not listed in these tables
Target sequence (O00255 whole entry, looked up): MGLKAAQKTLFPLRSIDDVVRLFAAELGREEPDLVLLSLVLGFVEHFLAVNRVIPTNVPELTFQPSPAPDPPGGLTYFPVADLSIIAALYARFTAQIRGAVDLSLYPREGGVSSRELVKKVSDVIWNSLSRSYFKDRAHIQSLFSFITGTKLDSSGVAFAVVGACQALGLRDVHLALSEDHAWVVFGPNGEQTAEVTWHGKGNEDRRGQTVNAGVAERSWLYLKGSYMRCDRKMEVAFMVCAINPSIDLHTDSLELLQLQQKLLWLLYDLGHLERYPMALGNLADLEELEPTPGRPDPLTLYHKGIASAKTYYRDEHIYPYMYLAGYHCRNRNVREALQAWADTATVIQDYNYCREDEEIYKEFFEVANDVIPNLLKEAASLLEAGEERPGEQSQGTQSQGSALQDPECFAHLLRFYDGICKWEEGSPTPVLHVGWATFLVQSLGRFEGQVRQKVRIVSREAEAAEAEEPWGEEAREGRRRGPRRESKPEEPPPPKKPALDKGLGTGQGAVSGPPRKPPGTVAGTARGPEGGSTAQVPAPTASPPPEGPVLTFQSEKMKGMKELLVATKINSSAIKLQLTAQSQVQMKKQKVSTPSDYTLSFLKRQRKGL
MBNL1-CUG inh = qHTS Assay for Inhibitors of MBNL1-poly(CUG) RNA binding | Muscleblind-like protein 1 (Homo sapiens), Q9NR56 | TR-FRET MBNL1-His/biotin-(CUG)12 binding, 665/545 ratio | Potency, µM (top dose mostly 57.5 µM), without a hit: top-dose activity change, negative = inhibition, usual class: inhibitors | 280,000 tested, 0.036% active; active = well fitted inhibition curve with a large enough effect in the signal ratio, with a control signal flat, not every such curve was filed as active; inconclusive = small, poorly fitted or top-dose-only effect, or effect the other way, or a change in a side signal; inactive = no such curve, though single readings can be large or run the other way; the % refers to the signal ratio; note: potency is the fitted concentration of half-maximal effect; % is set by controls: 0 for no effect and ±100 for the full control effect
Target sequence (Q9NR56 whole entry, looked up): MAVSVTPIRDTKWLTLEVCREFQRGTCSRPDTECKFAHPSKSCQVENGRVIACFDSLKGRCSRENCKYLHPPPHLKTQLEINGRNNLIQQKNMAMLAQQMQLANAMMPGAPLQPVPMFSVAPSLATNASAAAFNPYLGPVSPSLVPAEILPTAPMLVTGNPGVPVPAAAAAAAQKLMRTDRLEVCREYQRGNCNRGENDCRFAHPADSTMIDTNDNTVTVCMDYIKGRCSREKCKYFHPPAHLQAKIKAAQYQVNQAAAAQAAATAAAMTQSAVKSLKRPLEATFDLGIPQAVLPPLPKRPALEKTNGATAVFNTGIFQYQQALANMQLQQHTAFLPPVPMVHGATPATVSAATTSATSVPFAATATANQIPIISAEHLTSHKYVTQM
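TR-FRET readout: Ex 340 nm, 665/545 nm emission ratio, normalized to buffer-only (basal) and MBNL1-(CUG)12 controls. Complex of MBNL1-His with Biotin-(CUG)12, compounds 92 nM–58 uM, incubated 60 min at room temperature.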
* hit, by the source's call; i = inactive; ? = inconclusive; nt = not tested or not shown; [ ] = another dose, or the depositor's remark. Unless noted, calls come from the whole dose curve; as a rule, active = well fitted curve in the direction sought with a large enough effect; inconclusive = small, poorly fitted or top-dose-only effect, or another doubt; inactive = no such curve, though single readings can be large; an effect the other way counts as inactive or inconclusive.

smiles,Mito fusion yeast,TSG101-PTAP inh,S-ASM inh,CXXC DNA block,a7 integrin act,TCR act,AT treatment,TSHR antag,Menin-MLL TR inh,MBNL1-CUG inh
CCOC(=O)N1CCN(C(=O)/C=C/c2ccc(C(C)(C)C)cc2)CC1,-2%,-4%,14%,-3%,-7%,nt,-1%,28,-28%,-5%
COc1cccc(N2CCN(S(=O)(=O)c3cc4c(cc3C)N(C)CCO4)CC2)c1,3%,-1%,-2%,nt,-5%,-5%,-12%,1,26%,-5%
CCOC(=O)C1=CN(Cc2cccc(F)c2)S(=O)(=O)N(CC)C1c1ccc(F)c(Cl)c1 (stereo not drawn),nt,-6%,4%,nt,10%,0%[46.1 µM],17%,-11,nt,nt
O=C(CN1C(=O)NC(c2ccccc2)(c2ccccc2)C1=O)N1CCN(c2ccccc2F)CC1,4%,-5%,-6%,nt,-32%,-11%,-6%,-4,nt,nt
CCn1c(-c2cccnc2Cl)nc2cc(Cl)c(Cl)cc21,10%,-7%,20%,-4%,22%[7.66 µM],nt,-8%,1,-2%,0%
Cc1c(C)n2c(SCC(=O)N3CCCCCC3)nnc2[nH]c1=O,-1%,-1%,-1%,nt,4%,6%,1%,8,nt,nt
O=C1c2ccccc2C(=O)N1c1ccc(Cl)cn1,0%,0%,4%,-1%,19%,-3%,1%,3,-5%,?
C/C(=C\C(=O)c1ccccc1)NNc1nc2ccccc2s1,1%,-4%,-5%,0%,-42%,2%,7%,-11,15%,11%
O=C(O)c1ccccc1CSc1nnc2c(n1)[nH]c1ccccc12,4%,?,0%,0%,-7%,1%,-1%,6,nt,47%[activator]
Cc1cccc(OC(C)C(=O)NCc2ccc(S(N)(=O)=O)cc2)c1 (stereo not drawn),-3%,-2%,4%,12%,27%,3%[46.1 µM],9%,30,-6%,4%
CCOC(=O)c1csc(-n2nc(C)cc2C(F)(F)F)n1,-5%,-6%,-1%,2%,7%,6%,3%,-2,-1%,-10%
CC(=O)Nc1ccc(Oc2cc(C#N)c(C#N)cc2N2CCCCCC2)cc1,23%,-1%,-13%,-12%,28%,-9%[46.1 µM],7%,-9,-17%,9%
CC(C)(C)c1ccc(C(=O)NC(=O)COC(=O)c2ccco2)cc1,10%,-5%,-1%,nt,7%,-2%,25%,-9,nt,nt
CCOc1ccc(C(CC(=O)O)NS(=O)(=O)c2ccc(C)cc2)cc1OC (stereo not drawn),-3%,-3%,0%,2%,-4%,6%,0%,20,1%,-2%
Cc1cc(NC(=O)c2ccc(COc3ccccc3Cl)o2)no1,-3%,-2%,0%,6%,0%,-2%,3%,-3,?,12%
COc1ccc(OC)c(S(=O)(=O)NCC(c2ccc(F)cc2)N2CCN(C)CC2)c1 (stereo not drawn),-4%,0%,4%,nt,-23%,1%,10%,9,nt,nt
C=CCn1c(N2CCN(c3ccc(OC)cc3)CC2)nc2c1c(=O)n(C)c(=O)n2C,3%,-3%,-4%,10%,-28%,nt,2%,-15,-19%,-7%
COc1cc(SC)ccc1C(=O)Nc1ccc(Cl)cn1,5%,-2%,3%,-7%,14%,6%,3%,-17,7%,9%
Brc1ccc(-c2nnc(SCCC3OCCCO3)o2)cc1,7%,0%,0%,-5%,-15%,5%,7%,-9,?,1%
Clc1ccc(Cn2nnc(-c3ccccc3)n2)cc1,0%,1%,-6%,-3%,-13%,-2%[46.1 µM],11%,-14,1%,2%
N#Cc1c(-c2ccccc2)ccn(Cc2ccccc2Cl)c1=O,9%,-1%,0%,3%,-2%,-7%,1%,5,-3%,14%
CCOc1ccc(C(=O)NCC2CCCO2)cc1 (stereo not drawn),2%,-1%,-3%,6%,?,nt,2%,-1,4%,4%
O=C(N/N=C/c1ccccc1C(=O)O)c1ccncc1,-1%,-5%,-1%,0%,9%,0%,0%,16,11%,-1%
O=C(NCCS(=O)(=O)N1CCN(c2ccccc2)CC1)C1CC(=O)N(c2ccccc2)C1 (stereo not drawn),12%,0%,-2%,-5%,-9%,-5%,-1%,-135*,36%[activator],2%
COc1cc2nc(Nc3cccc(F)c3)nc(N)c2cc1OC,-3%,-6%,-2%,24%,29%,2%,-1%,-1,?,3%
CC(Sc1nnnn1C1CCCCC1)C(=O)O (stereo not drawn),12%,-5%,-4%,-7%,3%,-1%,-4%,0,?,?
O=C(CSc1nnnn1-c1cccc2ccccc12)Nc1ccc(N2CCOCC2)c(Cl)c1,0%,nt,-4%,27%,8%,nt,5%,-4,?,-5%
Cc1c2c(n3c(nc4ccccc43)c1C#N)N(CCN1CCOCC1)CC2,1%,-5%,i,6%,12%,7%,13%,-11,6%,11%
CC(C)(C)OC(=O)C[C@@H]1C/C=C\C[C@@H](CC(=O)N(CCO)Cc2ccccc2)C(=O)N[C@H](C(C)(C)C)COC1=O,nt,-3%,4%,nt,-8%,0%,4%,-10,nt,nt
CC(=O)c1cc2c(cc1NS(=O)(=O)c1ccc3c(c1)OCCO3)OCO2,0%,-1%,1%,-4%,-12%,-2%,-2%,-9,6%,7%
O=C(Cc1cccs1)NC1(C(=O)NC2CCCC2)CCCCC1,-2%,-1%,0%,5%,29%,1%[46.1 µM],4%,1,21%,2%
O=S(=O)(c1cccc2cccnc12)n1cnc2ccccc21,3%,1%,-3%,4%,-2%,5%,-2%,-5,16%,-1%
O=S(=O)(c1cccc2cccnc12)N1CCN(Cc2ccccc2)CC1,1%,-6%,-4%,-6%,0%,0%,1%,-6,-4%,-5%
CCC1CCCCN1c1ccc([N+](=O)[O-])cc1/C=N/NC(=O)Cn1c2ccccc2c(=O)c2ccccc21 (stereo not drawn),-3%,4%,81%[activator],13%,13%,-5%,9%,31,6%,-2%
O=C1CC(/C=C/c2ccco2)=Nc2ccccc2N1,0%,-7%,-1%,1%,4%,6%,-2%,-8,22%,6%
Cc1cc(C)cc(NC(=S)NCc2cccn2C)c1,-9%,-4%,3%,12%,11%,2%,1%,-7,21%,-1%
COc1ccc(C2CC3(CC(C)(C)NC(=S)N3)Oc3cc(O)cc(C)c32)cc1 (stereo not drawn),-8%,-5%,-4%,-16%,-3%,6%,5%,-14,11%,nt
Cc1ccc(CN(C(=O)c2cc3ccccc3oc2=O)C2CCS(=O)(=O)C2)cc1 (stereo not drawn),0%,-12%,-3%,-5%,4%,0%,2%,-8,-18%,-4%
Cc1cc2c(C)cc(=O)oc2c2c1NCCC2,3%,-6%,nt,-1%,11%,-1%,nt,nt,-9%,36%[activator]
NC1=NC(=Nc2ccc(S(=O)(=O)N3CCOCC3)cc2)c2ccccc21,-1%,-5%,0%,-21%,7%,3%,?,6,nt,?
Nc1ncnc2c1ncn2[C@@H]1O[C@H](CNC(=O)[C@@H]2CCCN2S(=O)(=O)c2ccc(F)cc2)[C@@H](O)[C@H]1O,nt,-5%,4%,nt,9%,-1%[46.1 µM],2%,16,nt,nt
O=C(NCCN1CCN(c2ccccc2F)CC1)c1ccc2nc3ccccc3c(=O)n2c1,4%,-3%,nt,8%,-23%,-3%,-2%,-7,-1%,?
C/C(=N/OC(=O)c1ccc(C(F)(F)F)cc1)c1oc(C)nc1C,3%,-3%,4%,4%,15%,-8%,4%,-3,nt,-5%
CN(CCO)S(=O)(=O)c1ccc2c(c1)C(=NN)c1cc(S(=O)(=O)N(C)CCO)ccc1-2,-10%,-6%,-1%,23%,?,4%,-9%,-11,4%,?
CCc1ccc(OCC(=O)OCC(=O)c2ccc3c(c2)NC(=O)CO3)cc1,-2%,0%,-4%,15%,-12%,5%,-4%,7,2%,63%[activator]

High-throughput results from PubChem.

Not all compounds are listed (hit frequency here may not be typical).
